cln2 rad14 = NCI yeast anticancer drug screen, S. cerevisiae cln2 rad14 strain; % growth inhibition at 50 µM; actives 8.3% (n = 78,000); AID 165, 2004;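 note: 0% = growth of vehicle-only cultures of the same strain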
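The screen exposed genetically defined yeast (cln2 rad14) to test compounds and scored growth inhibition relative to vehicle-treated controls.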
yeast bub3 = NCI yeast anticancer drug screen, S. cerevisiae bub3 mutant strain | % growth inhibition at 50 µM | actives 9.9% (n = 78,000) | AID 167, 2004;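 note: 0% = growth of vehicle-only cultures of the same strain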
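In this screen, a yeast mutant lacking normal mitotic checkpoint function is challenged with compound. Relative growth versus vehicle gives the inhibition value.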
mec2-1 = NCI yeast anticancer drug screen, S. cerevisiae mec2-1 strain. % growth inhibition at 50 µM. actives 9% (n = 79,000). AID 157, 2004;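 note: 0% = growth of vehicle-only cultures of the same strain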
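Yeast mec2-1 mutant treated with compound. Readout: growth inhibition vs vehicle controls.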
rad50 = NCI yeast anticancer drug screen, S. cerevisiae rad50 strain; % growth inhibition at 50 µM; actives 10% (n = 79,000);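 note: 0% = growth of vehicle-only cultures of the same strain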
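Genetically altered yeast (DNA repair pathway); compound treatment; growth inhibition vs vehicle ctrl.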
sgs1 mgt1 = NCI yeast anticancer drug screen, S. cerevisiae sgs1 mgt1 strain; % growth inhibition at 50 µM; actives 10% (n = 78,000); AID 161, 2004;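 note: 0% = growth of vehicle-only cultures of the same strain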
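This yeast growth screen uses a strain with defined DNA-repair lesions; compound-treated growth is compared with vehicle-treated growth.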
mlh1 rad18 = NCI yeast anticancer drug screen, S. cerevisiae mlh1 rad18 strain; growth inhibition, % at 50 µM; actives 11% (n = 79,000); AID 175, 2004;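 note: 0% = growth of vehicle-only cultures of the same strain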
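Steps: expose repair-defective yeast to compound; measure growth; express inhibition against vehicle-treated controls.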
The depositor's hits bear a star; & = joins results of further samples. Cut-off read from the data, not from the text of the source: active = growth inhibition above about 70%; inactive = the rest.

SMILES	cln2 rad14	yeast bub3	mec2-1	rad50	sgs1 mgt1	mlh1 rad18
Cc1ccc2c(c1)C(=O)c1cc(C)ccc1-2	-19	12	-9	8	2	17
C=C1CC[C@@H]2C(C)(C)C(O)CCC2(C)C1COc1ccc2ccc(=O)oc2c1 (some centres undefined)	86*	87*	89*	86*	87*	83*
COc1ccc(/C=C/C#N)cc1	10	-10	-30	-17	3	1
COC(=O)CC(SCCO)SCCO	-35	-8	-10	-17	-51	-58
Cn1c(=O)c2c(ncn2CCCNCC(O)c2ccc(O)c(CO)c2)n(C)c1=O (centres undefined)	28	-3	11	34	21	20
C[N+](C)(C)CCC(=O)CC[N+](C)(C)C	-24	33	-2	16	0	41
C[N+]1(C)CCC(C(=O)c2ccccc2)CC1	-18	17	5	1	6	16
COc1ccc(C(C#N)N2CCCCC2)cc1 (centres undefined)	22	7	-6	22	-14	0
Cc1[nH]c(=O)[nH]c(=O)c1S(=O)(=O)O	-22	-16	6	-2	9	-3
O=C1NC(=O)C(c2ccc(Cl)cc2)(c2cccc(Cl)c2)N1 (centres undefined)	-12	6	-16	11	18	-6
Cn1c(=O)oc2cc(C(O)CN3CCN(Cc4ccccn4)CC3)c(Cl)cc21 (centres undefined)	2	6	4	-20	-4	11
CN1C(=O)N/C(=C\c2ccc(S(=O)(=O)NN)cc2)C1=O	12	-19	10	4	25	39
NC(=O)c1cc(N(CCO)CCO)c([N+](=O)[O-])cc1[N+](=O)[O-]	23	18	-13	25	0	-2
Nc1nc2nc(N=Nc3ccccc3)[nH]c2c(=O)[nH]1	9	5	-2	22	8	9
O=C1CCCC/C1=C\c1ccc(Br)cc1	88*	89*	87*	80*	91*	93*
COc1ccc(C23OCN(c4ccccc4)C2(c2ccc(OC)cc2)c2ccccc2N3C)cc1 (centres undefined)	0	-2	-7	4	-25	11
CN(C)C1C(CO)C(CO)C1(C)C (centres undefined)	-12	-2	-8	-6	-4	-8
C=CCS(=O)(=O)CC=C	3	-16	-12	24	-7	18
CC1CCc2c(ccc3ccccc23)C1 (centres undefined)	-5	-17	-16	0	-4	-2
COc1cccc(NC(=O)CSc2nnc(-c3ccc(NC(C)=O)cc3)o2)c1	6	-25	-16	-29	-15	-17
CC(=O)Nc1cc2c(cc1Br)-c1ccccc1C2=O	-32	9	-4	-15	15	-2
O=C(NNS(=O)(=O)c1ccccc1)c1cccc([N+](=O)[O-])c1	8	5	-19	-1	7	-11
CC(C)(CO)C(O)C(=O)NCCS(=O)(=O)c1ccc(F)cc1 (centres undefined)	-2	-20	-4	2	1	9
ClC1=C(Cl)C2(Cl)C3C(CC4C3C3(Cl)C(Cl)=C(Cl)C4(Cl)C3(Cl)Cl)C1(Cl)C2(Cl)Cl (centres undefined)	-32	0	-7	-8	-3	-10
COc1oc(C(=O)NC2CCCCC2)c(-c2ccc(Cl)cc2)c1S(=O)(=O)c1ccccc1	77*	72*	79*	75*	78*	45
O=NN(CCCl)C(=O)N(C1CCCCC1)C1CCCCC1	3	5	-4	8	12	28
Cc1[nH]nc(N)c1C#N	-2	-4	-1	4	-3	3
Cn1cnnc1Sc1c([N+](=O)[O-])nc(-c2ccc([N+](=O)[O-])cc2)n1C	35	12	3	-4	10	9
CCOC(=O)CCC1=C(C)c2cc3cc(C)c(cc4cc(C)c(cc5nc(cc1n2)C(CCC(=O)OCC)=C5C)[nH]4)[nH]3	27	14	0	27	16	16
COc1cc(Nc2nc3c(N)cc(C(F)(F)F)cc3nc2-c2ccccc2)cc(OC)c1OC	11	-3	4	-9	-8	3
CC(C)NC(=O)c1ccc(Cl)cc1Cl	11	4	28	27	16	12
CC1C(=O)C2C1CS2(=O)=O (centres undefined)	-59	13	1	-1	5	-5
CCOC(=O)c1cc2c(nc1C)-c1cc(Cl)ccc1OC2OCc1ccccc1 (centres undefined)	-4	-12	-3	-2	-22	4
OCCN1CCN(CCCN2c3cc(Cl)ccc3Sc3ccsc32)CC1	94*	98*	98*	98*	99*	98*
O=C1Nc2ccccc2C1(O)Cc1ccccn1 (centres undefined)	-27&7	-24&24	-1&3	-8&-12	-25&3	8&4
Cc1cc(=O)[nH]c(CNC(=O)c2cccc(C(=O)NCc3cc(=O)[nH]c(C)n3)c2)n1	1	0	-21	-41	-20	-3
C/C(=C\C(=O)c1ccccc1)Nc1noc(-c2ccccc2)n1	-16	-1	-5	6	-7	-11
CCN(CC)c1cc(-c2ccccc2)oc(=O)c1Cl	9	16	-10	26	14	21
CC(=O)Nc1ccccc1C=O	-15	-15	-8	-4	4	-6
CCOc1ccc2cc3c(nc2n1)[nH]c1ccccc13	-16	8	4	-27	0	11

Entries shown so far containing fluorine:
SMILES	cln2 rad14	yeast bub3	mec2-1	rad50	sgs1 mgt1	mlh1 rad18
CC(C)(CO)C(O)C(=O)NCCS(=O)(=O)c1ccc(F)cc1 (centres undefined)	-2	-20	-4	2	1	9
COc1cc(Nc2nc3c(N)cc(C(F)(F)F)cc3nc2-c2ccccc2)cc(OC)c1OC	11	-3	4	-9	-8	3

Molecules above with two or more sulfur atoms, in the order listed:
SMILES	cln2 rad14	yeast bub3	mec2-1	rad50	sgs1 mgt1	mlh1 rad18
COC(=O)CC(SCCO)SCCO	-35	-8	-10	-17	-51	-58
OCCN1CCN(CCCN2c3cc(Cl)ccc3Sc3ccsc32)CC1	94*	98*	98*	98*	99*	98*

Next section.
SMILES	cln2 rad14	yeast bub3	mec2-1	rad50	sgs1 mgt1	mlh1 rad18
CC(C)NC(=O)C1C2CCC(CC2)C1C(=O)NC(C)C (centres undefined)	-3	18	35	1	-4	0
Cc1c(Cl)c(S(N)(=O)=O)cc2c1NC=NS2(=O)=O	22	-20	-23	7	-26	-17
COC1C(C2CC(=O)NC(=O)C2)OC2OC(C)(C)OC21 (centres undefined)	8	22	-8	18	18	15
CCCN(CCC)C(=O)c1nc(N)nc(-c2ccc(OC)cc2)c1-c1ccc(OC)cc1	3	-21	-30	-24	29	-42
CC1(C)CC(=O)C(/C=N/C(N)=S)=C(O)C1	6	-1	-52	-20	-14	-32
COc1ccc(C2CC(=O)c3c(OC(C)=O)cc(OC(C)=O)cc3O2)cc1OC(C)=O (centres undefined)	2	19	15	5	17	24
COc1ccc(/C=C/NC=O)cc1	-8	20	0	-17	-10	29
COc1ccc(OC)c(Cc2cnc3nc(N)nc(N)c3c2C)c1	6	29	20	68	42	-2
O=C(O)c1cccc(N=Nc2c(S(=O)(=O)O)ccc3c2C(=O)c2ccccc2C3=O)c1O	71*	-15	37	30	-2	86*
C(=C\C[P+](c1ccccc1)(c1ccccc1)c1ccccc1)/C[P+](c1ccccc1)(c1ccccc1)c1ccccc1	-6	-3	13	12	5	28
Cc1ccc(S(=O)(=O)N/N=C(\c2nc3ccc(Cl)cc3[nH]c2=O)C(O)c2cccc([N+](=O)[O-])c2)cc1 (centres undefined)	12	-23	-24	-2	-9	0
CC(=O)NCCc1ccc2c(c1)[nH]c1ccccc12	13	-17	-36	-2	-9	-8
COC(=O)COc1cc2c(cc1C(C)c1ccc(O)cc1)OCO2 (centres undefined)	99*	99*	98*	99*	99*	99*
ClC(=Nc1cccc(Cl)c1)C(Cl)=Nc1cccc(Cl)c1	13	6	-2	-6	-2	1
Cc1nc2ccc(Cl)cc2c(-n2ccnc2)c1CCn1ccnc1	0	9	-5	-12	-4	-4
CCC1CN2CCc3cc(OC)c(OC)cc3C2CC1CC1c2cc(OC)c(OC)cc2CCN1C(=O)C(Cc1c[nH]c2ccccc12)NC(=O)OC(C)(C)C (centres undefined)	93*	59	88*	97*	53	94*
O=C(NNC(=O)C(Oc1ccccc1)c1ccccc1)C(Cl)Cl (centres undefined)	-2	10	5	-10	1	6
Cc1cc(C)c(N)c(C)c1N	-11	-5	-13	-2	-16	-8
CSc1nc2c(c(=O)[nH]1)N=C(c1ccc(Cl)cc1)CC(c1ccccc1)N2 (centres undefined)	9	-6	8	8	7	-19
O=C1c2ccccc2C(=O)[C@@]23O[C@@]12C1(Oc2cccc4cccc(c24)O1)[C@@H]1O[C@@H]1[C@@H]3O	89*	89*	91*	88*	91*	85*
CCCCCCNC(=O)CCC(NC(=O)c1ccc(N(C)Cc2cnc3nc(N)nc(N)c3n2)cc1)C(=O)NCCCCCC (centres undefined)	20	25	17	18	19	28
O=c1cccc(CCCCCCc2cccc(=O)[nH]2)[nH]1	-7	9	16	-3	-4	-12
CC(=O)NC1=NCC(CSc2nc3ccccc3s2)S1 (centres undefined)	-26	10	-14	-8	6	4
BrC1=C(c2ccccc2)C2CCCCC2C1(Br)c1ccccc1 (centres undefined)	97*	97*	97*	96*	98*	98*
O=C(Cc1ccccc1)c1ccccc1C(=O)NNc1ccccc1	-52	26	-6	49	-8	-1
COC(=O)/C(C#N)=C\N1CCNC1=S	-16	-10	-63	-55	-36	-20
NNc1nc(N2CCOCC2)c2[nH]cnc2n1	4	-10	-5	-1	14	5
N#Cc1ccccc1N=Nc1nc(N)c(C(N)=O)[nH]1	-5	5	14	22	11	10
SCCNCc1ccco1	21	-33	-68	-31	-16	5
CC(=O)c1cc(C)c(O)c(C)c1	-4	-7	-9	-4	0	-6
Cc1ncc(N)nc1C	-36	-23	-16	-5	-26	-43
CN(C)c1ccc(C=C2c3ccccc3C(=O)c3ccccc32)c(Cl)c1	22	38	14	35	10	23
O=[N+]([O-])c1cccc(S(=O)(=O)O)c1 (tested in a mixture with another compound)	-34	-2	-4	15	0	-5
O/N=C(\CC(O)(C(F)(F)F)C(F)(F)F)c1cccc(Cl)c1	89*	90*	94*	91*	93*	89*
CC(=O)O[C@]12CCCCCC1C1(O)C(O)CCC[C@H]12 (some centres undefined)	18	-26	-20	-29	-55	-47
CCCCCc1cccc(C)n1	-4	9	-3	12	12	-33
CC[N+](C)(CC)c1cccc(OC(=O)N2CCCCC2)c1	0	-5	3	8	16	-17
COC(=O)C(N)CSC(C)c1ccccc1 (centres undefined)	4	0	9	-1	1	-25
C[N+](C)(C)CC(=O)N/N=C(/Cc1nc2ccc(Cl)cc2[nH]c1=O)C1=NS(=O)(=O)c2cc(S(N)(=O)=O)c(Cl)cc2N1	6	12	-20	0	-23	1
CCC(C)(c1ccc(O)c(C)c1)c1ccc(O)c(C)c1	93*	92*	93*	92*	94*	92*
COc1ccc(CNCCC(=O)O)cc1OC	-2	-1	-10	-18	-13	-18
NC1CC2CCC1C2 (centres undefined)	-38&-17	11&-60	-4&-48	-6&-47	-11&-55	-4&-30
Cc1ccc(N=C2S/C(=C3/CCC=C3N3CCOCC3)N(c3ccc(Cl)cc3)C2=Nc2ccc(C)cc2)cc1	-15	-22	-13	-9	-15	-28
N#C/C(=C/c1ccccc1)c1ccccc1	14	41	13	42	25	24
O=C(Nc1ccc2ccccc2c1)c1ccccc1Cl	-7	17	-4	2	22	32
COc1cc2c(cc1OC)C(=O)/C(=C/c1ccc(N(C)C)cc1)CC2	-64	-7	-58	-39	-29	-40
OCCCC(O)CCCO	-19	0	-2	7	1	-1
CN(C)CCCNCc1c[nH]c(=O)[nH]c1=O	-7	-5	7	-5	-10	-26
CC(=O)Oc1ccccc1/C=C1\N=C(c2ccccc2)OC1=O	-30	-5	2	-5	2	-6
COC([C@@H](OC(=O)c1ccccc1)[C@H](OC(=O)c1ccccc1)C(O)COC(=O)c1ccccc1)n1cc(C)c(=O)[nH]c1=O (some centres undefined)	54	72*	50	17	66	67
O=C1OCC2OC(=O)c3cc(O)c(O)c(O)c3-c3c(O)c(O)c(O)c4c3C(=O)OC(C2OC(=O)c2cc(O)c(O)c(O)c2-c2c1cc(O)c(O)c2O)C1OC(=O)c2c-4c(O)c(O)c(O)c2C1O (centres undefined)	-2&4	14&20	-10&-8	-24&13	24&12	17&14
C/C(O)=C(\C=N\C(N)=S)C(=O)Nc1ccc(Cl)cc1	-26	-28	-33	-28	-35	-6
O=C1C(Nc2ccccc2)=C(Oc2ccccc2)C(=O)c2ccccc21	5	82*	24	24	16	59

Results in sgs1 mgt1, for 7 of the compounds above:
compound,sgs1 mgt1
COc1ccc(CNCCC(=O)O)cc1OC,-13
NC1CC2CCC1C2 (centres undefined),-11&-55
Cc1ccc(N=C2S/C(=C3/CCC=C3N3CCOCC3)N(c3ccc(Cl)cc3)C2=Nc2ccc(C)cc2)cc1,-15
N#C/C(=C/c1ccccc1)c1ccccc1,25
O=C(Nc1ccc2ccccc2c1)c1ccccc1Cl,22
COc1cc2c(cc1OC)C(=O)/C(=C/c1ccc(N(C)C)cc1)CC2,-29
OCCCC(O)CCCO,1

Screens from PubChem.
